CYP2C9 inhib = inhibitors of human CYP2C9; CYP2C9 Supersomes, luciferin-H conversion, luminescence; inhibition, % at 5 µM; 96,000 compounds, 20% hits;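 active = blocking of liver enzyme CYP2C9 beyond about 50% at 5 µM, limit read from the data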; also: values of inactives mirror those of a sister screen read the other way
CYP2C19 act = activators of human cytochrome P450 2C19 | P33261 | recombinant CYP2C19, luciferin-H EGE luminescence; active compounds read high; 0 = fully inhibited enzyme, 1 = untreated enzyme | activation factor at 5 µM | 96,000 tested, under 10 active | AID 1025;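 active = activation factor of at least 2 at 5 µM in the primary screen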;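 also: 0 = wells with 2.5 mM tranylcypromine and 1 = vehicle-only wells; values of inactives mirror those of a sister screen read the other way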
Target sequence (P33261 whole entry, looked up): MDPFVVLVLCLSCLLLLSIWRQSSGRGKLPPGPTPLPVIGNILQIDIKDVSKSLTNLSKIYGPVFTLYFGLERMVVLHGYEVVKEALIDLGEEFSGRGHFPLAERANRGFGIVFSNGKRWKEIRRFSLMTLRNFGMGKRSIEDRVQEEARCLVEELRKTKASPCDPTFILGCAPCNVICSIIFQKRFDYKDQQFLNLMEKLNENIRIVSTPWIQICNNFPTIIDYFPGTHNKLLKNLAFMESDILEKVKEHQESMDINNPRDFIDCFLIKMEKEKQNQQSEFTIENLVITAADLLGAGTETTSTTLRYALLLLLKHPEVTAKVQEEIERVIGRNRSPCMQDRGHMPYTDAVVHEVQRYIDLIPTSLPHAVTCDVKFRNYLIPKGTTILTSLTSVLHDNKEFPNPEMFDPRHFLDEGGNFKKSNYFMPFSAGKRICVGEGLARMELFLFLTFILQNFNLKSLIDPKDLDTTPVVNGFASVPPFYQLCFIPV
CYP2C9 activ = increases human cytochrome P450 2C9 activity; recombinant CYP2C9, luciferin-H conversion, luminescence; active compounds read high; factor 1 = untreated enzyme, 0 = blocked; activation factor at 5 µM; 96,000 compounds, 1.4% hits; AID 1024;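 active = activation factor of 2 or more for CYP2C9 at a 5 µM dose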;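 also: 0 = sulfaphenazole-blocked wells and 1 = vehicle-only wells; values of inactives mirror those of a sister screen read the other way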
PLK1 inh = blocks human PLK1 kinase activity. P53350. inhibition, % at 10 µM. recombinant PLK1 kinase, TR-FRET peptide phosphorylation. 97,000 compounds, 0.53% hits;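 active = inhibition of 50% or more in the single-concentration screen; inactive = inhibition below 50%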;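 also: 0% = DMSO max control and 100% = H-89 dihydrochloride min control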
Target sequence (P53350 whole entry, looked up): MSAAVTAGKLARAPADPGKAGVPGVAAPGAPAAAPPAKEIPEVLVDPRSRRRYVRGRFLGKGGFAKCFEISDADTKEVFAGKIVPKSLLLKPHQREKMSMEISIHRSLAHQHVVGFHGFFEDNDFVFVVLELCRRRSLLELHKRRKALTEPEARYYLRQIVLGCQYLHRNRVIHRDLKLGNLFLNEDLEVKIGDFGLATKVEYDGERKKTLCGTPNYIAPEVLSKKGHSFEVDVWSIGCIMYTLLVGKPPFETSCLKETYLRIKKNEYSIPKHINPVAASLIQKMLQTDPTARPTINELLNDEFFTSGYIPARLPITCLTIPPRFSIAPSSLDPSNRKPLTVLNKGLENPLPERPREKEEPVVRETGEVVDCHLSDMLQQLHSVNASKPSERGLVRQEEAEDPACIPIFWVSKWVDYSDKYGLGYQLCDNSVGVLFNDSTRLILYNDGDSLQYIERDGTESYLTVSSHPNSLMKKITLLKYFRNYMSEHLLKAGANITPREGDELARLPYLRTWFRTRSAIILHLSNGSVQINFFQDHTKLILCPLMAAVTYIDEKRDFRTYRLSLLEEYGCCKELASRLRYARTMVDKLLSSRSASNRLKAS
PLAP activator = human PLAP activation; P05187; purified PLAP enzyme, luminescent substrate read-out; active compounds read high; activation fold at 20 µM; 96,000 compounds, 1.2% hits; AID 696; in the data active = activation fold above about 2
CYP2C19 inh = inhibitors of human CYP2C19; CYP2C19 Supersomes, luciferin-H EGE luminescence, 30 min; inhibition, % at 5 µM; 96,000 compounds, 21% hits; AID 778;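 active = CYP2C19 inhibition above a set limit at 5 µM in the primary screen, cut at about 50% in these data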;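 also: plate controls were negative control wells for no effect and 2.5 mM tranylcypromine positive control for full effect; values of inactives mirror those of a sister screen read the other way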
EphB4 ephrin blk = EphB4-ephrin-B2 interaction antagonism; P54760; EphB4 LBD / TNYL-RAW-Alexa532 peptide, fluorescence polarization; inhibition, % at 7 µM; 97,000 compounds, 0.15% hits; AID 720;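 active = inhibition above the screen-wide mean inhibition plus 3 SD, cut at about 15% in these data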;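 also: 0% = DMSO wells and 100% = excess unlabeled TNYL-RAW peptide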
Rev-RRE block = inhibitors of HIV-1 Rev-RRE RNA interaction; P05866; Rev peptide-RRE RNA binding, FRET; inhibition, % at 8 µM; 97,000 compounds, 0.79% hits;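 active = inhibition above the screen-wide mean plus 3 SD, cut at about 35% in these data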;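 also: 0% = median DMSO wells and 100% = median Neomycin B control wells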
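Assay system: Labelled RRE RNA duplex and labelled Rev peptide | Times: 5 min preincubation and 15 min binding, 25 °C | Detection: FRET, ex 480 nm, em 540 and 671 nm | Evaluation: % inhibition of FRET ratio versus controls | Benchmarks: DMSO wells as 0% and neomycin B wells as 100% inhibition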
PLK1 PBD inh = blocks phosphopeptide binding to human Plk1 polo box domain | P53350 | Plk1 PBD phosphopeptide binding, fluorescence polarization | inhibition, %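 (tested at about 20 µM)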 | 97,000 compounds, 0.13% hits | AID 693; in the data active = inhibition above about 34%, passing the limit was not always enough
Starred values were filed as active, the others as inactive; / = not tested or not shown.

SMILES	CYP2C9 inhib	CYP2C19 act	CYP2C9 activ	PLK1 inh	PLAP activator	CYP2C19 inh	EphB4 ephrin blk	Rev-RRE block	PLK1 PBD inh
CCCCCCNC(=O)c1c(O)c2ccccc2[nH]c1=O	28	0.8	0.7	-5	1.1	18	11	4	-13
Cc1cccc(C)c1N1CC(=O)N(c2c(C)cccc2C)CC1=O	22	1	0.8	7	0.8	-1	-1	1	-24
Cc1c(-c2ccco2)[n+](=O)c2c(n1[O-])CCC2	-4	0.9	1	-13	1	8	3	8	-7
Cc1nnc(SCC(=O)NCc2cccs2)n1-c1ccccc1	26	0.5	0.7	-10	0.9	47	-5	5	-17
COc1ccccc1CNc1nc2nc(C)cc(=O)n2[nH]1	17	0.9	0.8	-9	1	6	2	5	22
Cn1cnc2c1c(=O)n(Cc1ccccc1)c(=O)n2C	4	0.8	1	-11	0.8	25	/	/	-11
CS(=O)(=O)N(CC(=O)NC1CC1)c1cccc(F)c1	-5	0.1	1	-10	1.1	88*	-2	-1	9
COC(=O)C(C(=O)OC)=C(/C=C/N(C)C)N(C)C	-25	1.1	1.2	1	1	-15	4	5	10
CCOc1cc(/C=N\O)cc(Cl)c1OCC	/	/	/	-1	/	/	-2	3	-4
OC1CN=C2Sc3ccccc3N2C1 (stereo unspecified)	-7	1.1	1.1	-10	0.8	-7	3	1	2
Cn1c(Cc2cccs2)nnc1SCc1nc2ccccc2[nH]1	3	0.4	1	/	2*	59*	/	/	/
Nc1ccccc1N1CCN(C(=O)c2ccccc2)CC1	/	/	/	-9	/	/	2	5	-5
O=S(=O)(c1ccccc1Cl)N1CCC(O)(c2ccc3c(c2)OCO3)CC1	-54	0	1.5	-5	1.1	97*	-2	2	18
COCCNC(=O)c1cc2ncc(Br)cn2n1	-14	1.1	1.1	-2	0.9	-6	-12	9	7
O=C1CCN(C(=O)Nc2cccc(Cl)c2)N1	17	0.9	0.8	-4	1.2	9	-13	1	-25
N#Cc1ccc(COc2ccc(CCO)cc2-n2nc3ccccc3n2)cc1	89*	0.5	0.1	-11	1.5	53*	-6	14	2
CCOC(=O)Cn1c(=O)n(CC(=O)OCC)c2ccccc21	21	0.8	0.8	-2	1.1	22	-4	11	20
Brc1ccc(-c2nc3ncccn3c2Nc2ccc3c(c2)OCCO3)o1	58*	0.5	0.4	11	1.3	47	0	6	-12
CN(CC(=O)Nc1ccccc1N1CCOCC1)S(=O)(=O)c1ccc(F)cc1	11	0.6	0.9	0	0.9	39	4	1	-32
O=C(O)C1CC=CCC1C(=O)Nc1ccccc1 (stereo unspecified)	18	0.8	0.8	6	0.9	15	8	7	-29
CCN(CC)C(=O)CSc1nnc(-c2ccccc2)o1	22	0.7	0.8	4	1	28	-1	3	-13
CCN(CC)CCCNC(=O)Cn1nc(-c2ccccc2)ccc1=O	2	1.1	1	-2	0.8	-8	8	2	-24
CCOC(=O)N1CCC(N2C(=O)c3ccccc3C2Nc2ccc(Cl)cn2)CC1 (stereo unspecified)	58*	0.4	0.4	-5	1.5	58*	-1	4	14
CCN(CC)C(=O)CN(c1cc2c(cc1OC)oc1ccccc12)S(=O)(=O)c1ccc(C)cc1	14	0.8	0.9	-14	1.5	15	1	4	21
N#Cc1nc(COc2ccccc2)oc1N1CCC(Cc2ccccc2)CC1	87*	0.4	0.1	0	1	55*	-1	9	-11
COCc1cc(C)[nH]c(=O)c1C#N	-14	1.1	1.1	-7	0.9	-7	-4	5	-24
COc1ccc(C(=O)N/N=C/c2ccc3cccc(OCc4ccccc4)c3n2)cc1	44	0.8	0.6	-14	0.9	20	4	4	-6
CCCOc1ccc(C(=O)CCN2CCCCC2)cc1	12	0.8	0.9	-10	1.7	24	0	3	-11
CC(=O)Nc1cc2c(=O)n(Cc3ccccc3)c(C)nc2cc1N1CCOCC1	10	0.9	0.9	-11	1.7	13	-4	5	-7
O=C1C(Cl)=C(N2CCOCC2)C(=O)N1CCc1ccccc1	2	0.1	1	-4	0.9	88*	-3	4	-6
COc1ccc(C2CC(c3cccs3)=Nc3ccccc3S2)cc1OC (stereo unspecified)	/	/	/	-2	/	/	3	9	8
O=C(N1CCOCC1)N1CCN(c2ccc(F)cc2)CC1	28	0.6	0.7	-8	1	41	-11	7	-46
CCOC(=O)CCc1c(C)c(C#N)c2nc3ccccc3n2c1-n1cnc2ccccc21	22	0.9	0.8	-14	1	14	-2	9	-15
CCOc1nc(-c2ccc(OC)cc2)ccc1-c1noc(-c2cc(OC)c(OC)c(OC)c2)n1	8	0.9	0.9	-4	1	8	1	15	-19
Cc1cc(C)nc(NN2C(=O)/C(=C/c3ccc(O)cc3)SC2=S)n1	-224	1	3.2*	1	0.4	0	2	58*	-72
Cc1ccc(Nc2nc3c(c(=O)[nH]2)CCCC3)cc1	/	/	/	-11	/	/	-10	15	6
Cc1cc(C)cc(N2C(=O)CC(n3nc(C)cc3C)C2=O)c1 (stereo unspecified)	12	0.6	0.9	-14	1.2	39	-1	6	11
CCCCS(=O)Cc1ccccc1 (stereo unspecified)	-42	1.1	1.4	-12	0.8	-9	6	5	9
Cc1ccc(SCC(=O)Nc2cccc(NC(=O)c3ccco3)c2)cc1	72*	0.7	0.3	-3	0.6	32	2	6	3
Cc1ccc(NC(=O)c2sccc2-n2cccc2)c(C)c1	32	0.7	0.7	-15	0.6	26	-2	2	16
CCCC1S/C(=N/N=C/c2ccc(OC)cc2)N(Cc2ccccc2)C1=O (stereo unspecified)	-1	1	1	-4	0.8	3	2	14	-11
OC1C[N+]2(CCCCC2)C1	-4	1.1	1	-15	0.8	-10	-4	5	5
O=C(NC12CC3CC(CC(C3)C1)C2)c1cccnc1	6	0.9	0.9	-5	1.2	11	-5	1	8
CC1CC(C)CN(CCCn2c(=S)[nH]c3ccccc3c2=O)C1 (stereo unspecified)	4	0.7	1	-37	1.8	28	3	-5	10
CCOc1ccc(C2C(C(=O)c3ccco3)=C(O)C(=O)N2Cc2cccnc2)cc1OC (stereo unspecified)	13	1	0.9	-7	0.9	4	-7	4	8
CN(CCCNC(=O)Cn1cc2c(n1)CCCC2)C1CCCCC1	-7	1	1.1	-5	1	1	-3	4	0
O=c1cc(CO)oc(C(Nc2ccccn2)c2ccccc2F)c1O (stereo unspecified)	/	/	/	-18	/	/	-8	4	0
C[n+]1c2n(c3ccccc31)N=C(c1ccccc1)CS2	2	0.9	1	-1	0.9	13	-8	-4	-40
Cc1cc(C)c(Cn2cnc(-c3ccc([N+](=O)[O-])cc3)c2)c(C)c1	23	0.9	0.8	-17	0.9	12	0	16	-4
O=C(O)CCC(=O)c1ccc2c(c1)OCCCO2	10	1	0.9	-11	1	2	0	-2	15
Continuation:
SMILES	CYP2C9 inhib	CYP2C19 act	CYP2C9 activ	PLK1 inh	PLAP activator	CYP2C19 inh	EphB4 ephrin blk	Rev-RRE block	PLK1 PBD inh
COc1ccccc1-c1ccc(Nc2cccc(C(F)(F)F)c2)nn1	/	/	/	-7	/	/	-5	2	17
CCOC(=O)c1c(NC(=O)CCCN2CCOCC2)sc2c1CC(C)(C)OC2	19	0.9	0.8	-3	1.5	9	8	9	12
CCN1CCN(C(=S)Nc2ccc([N+](=O)[O-])cc2)CC1	4	0.8	1	-9	0.9	20	-10	2	3
CCOc1ccc(C(=O)N2CCc3cc(OC)c(OC)cc3C2)cc1OCC	30	0.9	0.7	-10	1.4	13	-4	-1	-8
CCOC(=O)/C(N=O)=C(\O)C1CCN(C(=O)OCC)CC1	11	0.9	0.9	-7	1	8	6	4	9
Cc1nc(SCC(=O)c2ccc(Cl)cc2)c([N+](=O)[O-])[nH]1	48	0.5	0.5	-8	0.9	53*	1	6	10
Cc1cc(=O)c2c(C)nn(-c3ccccc3)c2[nH]1	1	0.9	1	0	1	13	1	5	9
Cn1nnnc1SCC(=O)NC1CCCCC1	-4	0.9	1	-15	1.1	12	-4	0	8
Clc1ccccc1-c1nnn(Cc2ccc(-c3nn[nH]n3)cc2)n1	86*	0.3	0.1	-14	1.2	68*	0	-6	3
O=C(Cn1cc([N+](=O)[O-])cn1)N1N=C(C(F)F)CC1(O)C(F)F (stereo unspecified)	/	/	/	-10	/	/	0	4	10

In a second layout: 6 of the compounds above.
| Molecule | CYP2C9 inhib | CYP2C19 act | CYP2C9 activ | PLK1 inh | PLAP activator | CYP2C19 inh | EphB4 ephrin blk | Rev-RRE block | PLK1 PBD inh |
| --- | --- | --- | --- | --- | --- | --- | --- | --- | --- |
| CCN1CCN(C(=S)Nc2ccc([N+](=O)[O-])cc2)CC1 | 4 | 0.8 | 1 | -9 | 0.9 | 20 | -10 | 2 | 3 |
| CCOc1ccc(C(=O)N2CCc3cc(OC)c(OC)cc3C2)cc1OCC | 30 | 0.9 | 0.7 | -10 | 1.4 | 13 | -4 | -1 | -8 |
| CCOC(=O)/C(N=O)=C(\O)C1CCN(C(=O)OCC)CC1 | 11 | 0.9 | 0.9 | -7 | 1 | 8 | 6 | 4 | 9 |
| Cc1nc(SCC(=O)c2ccc(Cl)cc2)c([N+](=O)[O-])[nH]1 | 48 | 0.5 | 0.5 | -8 | 0.9 | 53* | 1 | 6 | 10 |
| Cc1cc(=O)c2c(C)nn(-c3ccccc3)c2[nH]1 | 1 | 0.9 | 1 | 0 | 1 | 13 | 1 | 5 | 9 |
| Cn1nnnc1SCC(=O)NC1CCCCC1 | -4 | 0.9 | 1 | -15 | 1.1 | 12 | -4 | 0 | 8 |

Additional results:
SMILES	CYP2C9 inhib	CYP2C19 act	CYP2C9 activ	PLK1 inh	PLAP activator	CYP2C19 inh	EphB4 ephrin blk	Rev-RRE block	PLK1 PBD inh
O=C1c2ccccc2C(=O)N1CCSc1nnc(-c2ccco2)n1Cc1ccccc1	65*	0	0.3	-5	1.2	97*	-3	3	13
Cc1cc(SCC(=O)N2CCCC2)nc2ccccc12	-66	0.6	1.7	-4	1	41	1	2	4
COc1cc(C)nc(NCc2ccccc2)n1	44	0.4	0.6	4	1	61*	-1	7	7
Cc1ccc2c(c1)nnn2C1CCN(C(=O)NC23CC4CC(CC(C4)C2)C3)CC1	3	0.5	1	-11	0.9	55*	0	2	18
Cc1ccc2cc(CN(Cc3ccco3)C(=O)NCc3ccccc3)c(=O)[nH]c2c1C	37	0.8	0.6	2	1	22	-2	1	19
CCCCOC(=O)n1c(=O)oc2ccccc21	-14	0.8	1.1	-7	1	15	5	2	4
CCOc1nc(-c2ccccc2Cl)ccc1C#N	23	0.8	0.8	-3	0.9	19	-12	2	-23
Cc1noc(C)c1C(=O)Nc1sc(C)c(C)c1C#N	62*	0.9	0.4	-9	0.9	10	-3	7	-18
Cc1cc(S(=O)(=O)Nc2ccc(F)cc2)c(C)s1	51*	0.2	0.5	-12	0.9	84*	2	8	-4
O=c1[nH]c2ccsc2c(=O)n1-c1ccc(F)c(Cl)c1	25	0.7	0.7	2	1	30	6	10	-18
CCN(CC)S(=O)(=O)c1ccc(OC)c(NC(=O)c2ccc(OC)c([N+](=O)[O-])c2)c1	/	/	/	-3	/	/	4	10	-5
CCCC/C(O)=C1\C(=O)CC(C)(C)CC1=Nc1ccc(OC)cc1	44	0.4	0.6	1	1.4	57*	-1	2	-9
CCC(CC)C(=O)NCCc1cc2cc(C)c(C)cc2[nH]c1=O	63*	0.7	0.4	/	0.9	28	/	/	/
Cc1cc(C)c(C2C(C#N)=C(N)Oc3n[nH]c(C)c32)cc1CN1CCCC1 (stereo unspecified)	-8	1.1	1.1	0	1.8	-5	-6	2	-55
COc1ccc(/C=N/OCc2nc3c4c(ncn3n2)Oc2ccc3ccccc3c2C4c2ccccc2)cc1 (stereo unspecified)	15	0.3	0.8	-2	1.1	69*	-9	4	-16
COCCn1cc(C(=O)NCCCN2CCC(C)CC2)c2c3ccccc3n(C)c2c1=O	43	0.8	0.6	/	1.4	25	/	/	/
O=C(CN1CCN(S(=O)(=O)c2ccc(Cl)cc2)CC1)Nc1ccc(F)cc1F	24	0.7	0.8	6	1.1	27	-5	10	11

Screening results deposited in PubChem BioAssay by several laboratories.
